Source: PubChem BioAssay (Sanford-Burnham Center for Chemical Genomics)
Apaf1 inhib: blocks human Apaf-1 apoptosome activity | inhibition, % at 20 µM | O14727 | hit rate 0.71% among 330,000 | reconstituted apoptosome caspase-3 activity, DEVD-Rh110 fluorescence | AID 489030; active = inhibition of at least 40% at 20 µM;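 note: plate controls were DMSO wells for no effect and DEVD-CHO caspase inhibitor wells for full effect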
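Medium: Hepes buffer, pH 7.5 / System: biochemical Apaf-1 apoptosome reconstitution / Measured by: Rh110 fluorescence, excitation 480 nm, emission 540 nm / Times: compound with Apaf-1, dATP, procaspase-3 30 min, then 50 min reaction, room temperature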
SENP8 block-1: inhibitors of human SENP8 protease | AID 602440 | recombinant SENP8, Nedd8 substrate fluorescence | inhibition, % at 20 µM | Q96LD8 | hit rate 0.64% among 360,000; in the data active = inhibition mostly above about 40%, no sharp cut-off; inactive = mostly below about 27%
Target sequence (Q96LD8 whole entry, looked up): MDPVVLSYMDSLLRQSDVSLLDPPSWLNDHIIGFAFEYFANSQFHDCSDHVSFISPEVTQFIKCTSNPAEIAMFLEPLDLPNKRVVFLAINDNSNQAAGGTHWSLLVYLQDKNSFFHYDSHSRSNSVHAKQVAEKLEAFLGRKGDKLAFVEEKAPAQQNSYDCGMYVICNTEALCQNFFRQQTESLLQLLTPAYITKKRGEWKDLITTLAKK
SENP8 block-2: SENP8 protease inhibition; Q96LD8; purified SENP8, Z-RLRGG-aminoluciferin cleavage, luminescence; inhibition, % at 10 µM; hit rate 1.2% among 330,000; AID 2540; in the data active = inhibition above about 50%
SENP7 block: blocks the human protease SENP7 | Q9BQF6 | recombinant SENP7, Z-RLRGG-aminoluciferin luminescence, 40 min | inhibition, % at 5 µM | hit rate 1.5% among 330,000;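 active = inhibition above about 50% at the single test dose, limit read from the data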;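 note: plate controls were DMSO with enzyme for no effect and no enzyme buffer wells for full effect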
Target sequence (Q9BQF6 706-1050 limits assumed): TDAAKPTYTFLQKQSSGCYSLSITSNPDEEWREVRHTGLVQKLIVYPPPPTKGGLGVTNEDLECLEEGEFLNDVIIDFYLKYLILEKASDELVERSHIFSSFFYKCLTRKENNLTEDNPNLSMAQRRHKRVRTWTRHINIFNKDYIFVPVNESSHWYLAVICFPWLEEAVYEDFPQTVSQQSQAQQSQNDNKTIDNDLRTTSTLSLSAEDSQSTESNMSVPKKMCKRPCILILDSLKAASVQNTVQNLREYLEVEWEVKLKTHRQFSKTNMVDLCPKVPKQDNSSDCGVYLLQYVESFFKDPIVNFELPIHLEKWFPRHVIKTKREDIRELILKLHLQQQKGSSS
PfG6PD inh: PfG6PD (Plasmodium falciparum) enzyme inhibition; hit rate 0.78% among 350,000; inhibition, % at 20 µM; PfGluPho enzyme, NADPH resazurin-diaphorase fluorescence; AID 504690;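 active = inhibition reaching at least a set limit at 20 µM in the primary screen, cut at about 59% in these data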;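 note: 0% = DMSO wells with substrate and 100% = DMSO wells lacking glucose-6-phosphate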
SENP6 inh: inhibitors of human SENP6 protease; hit rate 1.8% among 330,000; inhibition, % at 10 µM; Q9GZR1; Recombinant SENP6 catalytic domain, aminoluciferin luminescence; AID 2599;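 active = inhibition above about 50% at the single tested dose, limit read from the data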;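 note: plate controls were DMSO wells with enzyme for no effect and DMSO wells lacking enzyme for full effect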
Target sequence (Q9GZR1 628-1112 limits assumed): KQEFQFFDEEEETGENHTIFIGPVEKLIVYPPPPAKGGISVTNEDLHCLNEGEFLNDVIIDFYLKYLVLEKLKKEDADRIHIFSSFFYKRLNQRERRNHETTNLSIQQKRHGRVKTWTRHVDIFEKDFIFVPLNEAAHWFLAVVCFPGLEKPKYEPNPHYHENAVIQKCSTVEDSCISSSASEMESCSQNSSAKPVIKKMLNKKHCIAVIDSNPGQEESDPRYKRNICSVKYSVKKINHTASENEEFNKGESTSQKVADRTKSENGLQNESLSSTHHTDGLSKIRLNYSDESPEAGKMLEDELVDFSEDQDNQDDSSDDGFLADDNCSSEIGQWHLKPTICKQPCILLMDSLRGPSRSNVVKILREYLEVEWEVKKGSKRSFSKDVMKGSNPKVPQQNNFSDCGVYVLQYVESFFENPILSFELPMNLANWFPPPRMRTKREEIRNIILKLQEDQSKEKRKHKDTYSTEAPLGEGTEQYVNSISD
HKDC1 inh: inhibitors of human hexokinase HKDC1; hit rate 0.16% among 340,000; recombinant HKDC1, G6PDH/diaphorase resazurin coupled fluorescence; AID 493160; inhibition, % at 20 µM; Q2TB90;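 active = inhibition above about 35% when tested at 20 µM, limit read from the data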;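 note: plate controls were DMSO wells with enzyme for no effect and DMSO wells lacking enzyme for full effect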
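Material: recombinant HKDC1 hexokinase; Amount: HKDC1 at 5 µg/mL; Medium: Tris pH 8.0 buffer with MgCl2, Tween-20, BSA, BME; Schedule: 90 min reaction incubation at room temperature, dark; Technique: coupled resazurin fluorescence, excitation 525 nm, emission 613 nm.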
SENP1 inh: inhibitors of human SENP1 SUMO protease catalytic domain; Q9P0U3; inhibition, % at 10 µM; AID 624204; recombinant SENP1 catalytic domain, CyPet-SUMO1-YPet FRET cleavage; hit rate 0.21% among 360,000;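 active = inhibition at least 30% at 10 µM, raw YFP signal under a set limit, fluorescence ratio 0.5 to 1.5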;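 note: 0% = enzyme with DMSO and 100% = no enzyme wells; some results filed as inactive read as strong as hits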
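Controls: no-enzyme wells low, DMSO-plus-enzyme wells high control. Test system: human recombinant His6-tagged SENP1 catalytic domain enzyme. Reagent: SFCypet-SUMO1-SFYpet FRET protein substrate, 25 nM final. Doses: one dose per compound, 10 µM, 0.5% DMSO. Detection: FRET, CFP and YFP emission. Timing: 50 min reaction at room temperature.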
* marks the source's active call; other numbers are inactive results; i = inactive; . = no result given. This is a random part of the collection, and some 3.6% of all compounds hit somewhere here.

SMILES	Apaf1 inhib	SENP8 block-1	SENP8 block-2	SENP7 block	PfG6PD inh	SENP6 inh	HKDC1 inh	SENP1 inh
CCOc1ccc(NC(=O)CN(C)C(=O)c2c(-c3c(F)cccc3Cl)noc2C)cc1OCC	7	1	-12	-9	-2	1	3	-1
CC1(C)C2CCC(C2)C1(C)NC(=O)CN1CCN(Cc2ccccc2)CC1 (configuration not stated)	5	19	-17	-10	2	-29	2	0
O=C(C1CCN(S(=O)(=O)c2cccnc2)CC1)N1CCN(c2ccccc2Cl)CC1	3	11	6	-4	-6	-7	-6	1
COc1ccccc1CNC(=O)CCn1c(=O)oc2ccccc21	2	5	1	-5	-7	4	-3	3
N#Cc1c2c(c(-c3ccccc3)[nH]c1=O)CCCC2	.	-273	.	.	-13	.	1	2
CCc1ccccc1NC(=O)CN(C)C(=O)c1cc(C2CC2)nc2c1cnn2C(C)C	2	-18	-7	-2	-11	8	0	-1
Cc1[nH]nc(SCC(=O)N2CCCCCC2)c1[N+](=O)[O-]	-16	14	52*	11	6	-16	1	3
CC1Cc2cc(/C(O)=C3/C(=O)C(=O)N(CCCn4ccnc4)C3c3cccnc3)ccc2O1 (configuration not stated)	2	4	-11	-3	-12	-2	9	1
CC1SCC(=O)N(CC(=O)NC2CCCCC2)C1=O (configuration not stated)	5	15	-8	-8	-2	5	-5	0
CC1Cc2cc(S(=O)(=O)N3CCN(c4ccc(Cl)cc4)CC3)ccc2N1C(=O)C1CC1 (configuration not stated)	-1	1	-5	-3	-10	6	1	1

Ordered by the number under SENP7 block (lowest first): some entries from above
smiles	SENP7 block	PfG6PD inh	SENP6 inh	HKDC1 inh	SENP1 inh
CC1(C)C2CCC(C2)C1(C)NC(=O)CN1CCN(Cc2ccccc2)CC1 (configuration not stated)	-10	2	-29	2	0
CC1SCC(=O)N(CC(=O)NC2CCCCC2)C1=O (configuration not stated)	-8	-2	5	-5	0
CC1Cc2cc(/C(O)=C3/C(=O)C(=O)N(CCCn4ccnc4)C3c3cccnc3)ccc2O1 (configuration not stated)	-3	-12	-2	9	1

New compounds follow.
SMILES	Apaf1 inhib	SENP8 block-1	SENP8 block-2	SENP7 block	PfG6PD inh	SENP6 inh	HKDC1 inh	SENP1 inh
COc1ccc(NC(=O)CN2CCCCC2)cc1S(=O)(=O)N1CCCCC1	-3	3	1	3	15	8	-5	3
CCc1ccc(N(CC(=O)Nc2ccccc2C(=O)N2CCOCC2)S(C)(=O)=O)cc1	-1	12	-7	5	-26	-24	-1	2
COc1ccccc1NC(=O)/C=C/c1cc([N+](=O)[O-])ccc1OC(F)F	-15	33	2	6	7	-6	-8	2
c1ccc(Nc2n[nH]nc2-c2ccccc2)cc1	-1	-6	-7	2	6	-12	1	4
Nc1cc(C2CCCC2)nn1-c1ccccc1	8	5	32	41	8	62*	-2	-4
COCCN(Cc1ccccc1)C(=S)Nc1ccc(Cl)cc1	15	-2	1	4	-1	10	-4	1
CC(C(=O)OCC(=O)Nc1cccc(S(=O)(=O)N(C)C)c1)N1C(=O)c2ccccc2C1=O (configuration not stated)	-1	8	-9	-10	10	-10	-4	2
CCN(CC(=O)NC1CCCC1)S(=O)(=O)c1ccc(Br)cc1	3	3	0	4	1	2	-19	2
CCC(CC)C(=O)OCC(=O)C1(O)CCC2C3CCC4=CC(=O)CCC4(C)C3C(O)CC21C (configuration not stated)	.	6	.	.	17	.	-4	2
CCCNc1nc2c(c(=O)n(C)c(=O)n2C)n1CCC(C)C	4	32	-8	-6	-9	-18	-2	1
COc1ccc(S(=O)(=O)N2CCC(C(=O)Nc3cccc(Cl)c3)CC2)cc1OC	9	18	-9	8	-11	-19	-1	1
CCOc1ccc(Nc2nc(N)nc(CN(C)C3CCCCC3)n2)cc1	-1	31	5	2	-4	-1	-12	2
O=C(COC(=O)c1n[nH]c2ccccc12)NC(=O)NC1CCCC1	13	12	-10	-9	0	-20	-2	1
COc1cc(/C=N/NC(=O)c2cc(-c3ccccc3C)nc3ccccc23)cc(OC)c1O	9	16	-4	-5	29	-9	1	3
COc1ccccc1CNC(=O)c1ccc(OCc2c(C)noc2C)c(OC)c1	14	22	-7	-9	-7	-6	5	0
O=C(O)c1ccc2c(c1)C(=O)N(C(Cc1ccccc1)C(=O)O)C2=O (configuration not stated)	-20	4	0	11	-1	2	-6	0
O=C(CCOc1ccccc1)Nc1ccc(Cl)c(S(=O)(=O)N2CCOCC2)c1	-7	-6	-9	-3	11	-6	5	-2
C=CCn1c(=O)c(C(=O)OCC)c(O)c2ccccc21	-15	4	5	5	13	5	-15	0
O=C(CS(=O)(=O)c1cn(CC(=O)N2CCOCC2)c2ccccc12)NCc1ccccc1	-3	5	3	-2	-3	-4	-5	-2
COc1ccc([N+](=O)[O-])cc1NC(=O)CC1SC(=Nc2cccc(C)c2C)N(/N=C(\C)c2ccc(C)cc2)C1=O (configuration not stated)	-5	11	0	0	26	2	7	0
COc1ccccc1N(CC(=O)Nc1ccc(Br)cc1F)S(=O)(=O)c1cccs1	21	8	-10	2	22	-10	-1	2
Cc1cc(C)cc(N(CC(=O)NC2CCCCC2)C(=O)c2ccc(C)s2)c1	11	2	-7	3	-12	-20	-5	2
Cc1[nH]c2ccccc2c1C(=O)C(=O)NC1CC(=O)N(c2ccc(F)cc2)C1 (configuration not stated)	6	-5	-6	-4	15	-10	-1	2
CC(=O)Oc1ccc(C(=O)OCC(=O)c2c(N)n(C)c(=O)n(C)c2=O)cc1OC(C)=O	3	0	-5	-9	-27	-10	-6	2
O=C(C1CCN(S(=O)(=O)c2cc(Cl)ccc2Cl)CC1)N1CCCC1	6	16	1	5	-15	-20	0	0
COCCNC(=O)CCCn1c(=O)c2cc(OC)c(OC)cc2n(CC(=O)Nc2ccc(F)cc2)c1=O	-25	-194	2	-5	-3	-4	-4	-1
CSc1ccccc1C(=O)Nc1nccs1	1	16	-8	0	-24	-10	-4	2
CCOC(=O)CCC(=O)Nc1ccc([N+](=O)[O-])cc1C	8	12	-1	3	9	7	-9	1
COc1ccc(CNC(=O)C(OC(C)=O)c2ccccn2)cc1 (configuration not stated)	14	12	-7	-9	-13	-11	0	0
CCC(C(=O)c1ccc(O)cc1)c1ccccc1 (configuration not stated)	17	17	-9	-9	-9	-15	0	-35
O=S1(=O)CCC(NC(=S)N2CCOCC2)C1 (configuration not stated)	-5	11	-7	-2	2	-4	-4	0
COc1cc(O)c(C(=O)O)c(CCc2ccccc2)c1	8	1	.	-9	-13	.	12	1
Cc1cccc(NC(=O)Cn2nnc(C(=O)NCc3ccco3)c2N)c1	-16	-4	10	0	-6	4	-5	1
COc1ccc(-c2csc(/N=C/N(C)C)n2)cc1OC	-3	10	5	0	13	20	-11	2
CN=c1sc2c(n1C)C(=O)c1ccccc1C2=O	.	73*	.	.	72*	.	24	1
O=[N+]([O-])c1ccc2nc(-c3ccccc3[N+](=O)[O-])[nH]c2c1	7	30	2	-1	14	7	-2	1
C/C(=N\NC(=O)CCc1ccc(S(=O)(=O)N2CCOCC2)cc1)c1ccc(Br)cc1	5	8	5	2	3	-4	-2	1
CC(C)(C)OC(=O)CN1c2cccc3cccc(c23)S1(=O)=O	4	-254	-5	-2	-5	-1	0	0
CCOC(=O)c1cc(-c2ccco2)nc2c1c(C)nn2-c1ccccc1	18	i	-7	0	7	1	1	-31
O=C(CSCc1ccccc1)Nc1ccc(S(=O)(=O)N2CCOCC2)cc1	1	27	-8	-7	-14	-29	-7	3
COCCNC(=O)c1cc2c(-c3ccc(Cl)cc3)nn(C)c2s1	3	-321	1	-4	22	-8	22	2
C=Cc1ccc(CSc2cc(C)nc3nc(C)nn23)cc1	-3	12	6	5	11	-1	-3	-23
O=C(Nc1cccc(Cl)c1)Nc1ccc(Br)cc1F	0	18	-12	5	4	-15	-2	1
Cc1nc(NC(=O)c2ccc3c(c2)OCO3)ccc1Br	7	2	74*	77*	9	81*	-10	1
Cc1ccccc1OCC1Cc2c(nc(N)c(C#N)c2N)O1 (configuration not stated)	7	5	2	9	7	1	2	-1
COc1ccc(OC)c(NC(=O)CCCN2C(=O)C3C4C=CC(C4)C3C2=O)c1 (configuration not stated)	0	21	-7	-6	17	-6	1	0
CN(CC(=O)Nc1ccc(F)c(F)c1F)C(=O)C1=NN(c2ccccc2)C(=O)CC1	9	-1	-11	-4	-2	-22	-5	1
Cc1ccc(S(=O)(=O)N2CCC(C(=O)NC3CCCCC3C)CC2)cc1 (configuration not stated)	2	4	-8	4	5	-15	-7	1
Cc1ccc(OCC(=O)Nc2ccc(NC(=O)c3ccccc3)c(C)c2)cc1	2	9	2	1	3	-2	-7	0
CCCCNC(=O)COC(=O)c1cc(C)oc1C	3	13	-3	-5	-21	3	-4	0

The final 2 entries of the part above lead into the next:
SMILES	Apaf1 inhib	SENP8 block-1	SENP8 block-2	SENP7 block	PfG6PD inh	SENP6 inh	HKDC1 inh	SENP1 inh
Cc1ccc(OCC(=O)Nc2ccc(NC(=O)c3ccccc3)c(C)c2)cc1	2	9	2	1	3	-2	-7	0
CCCCNC(=O)COC(=O)c1cc(C)oc1C	3	13	-3	-5	-21	3	-4	0
Cn1c2ccccc2c2cnn(CC(=O)NCCCN3CCN(c4ccccc4F)CC3)c(=O)c21	9	-43	-9	4	3	-10	-4	0
CC(C)C(C(=O)Nc1cccnc1)N1C(=O)c2ccccc2C1=O (configuration not stated)	0	1	-1	11	-4	-4	-4	1
CN=C1SC(CC(=O)Nc2ccc(C(C)=O)cc2)C(=O)N1C (configuration not stated)	-15	19	-5	-1	-21	-15	4	-2
Cc1ccc2nc(NC(=S)NC(=O)c3cccs3)sc2c1	17	19	-1	5	-1	47	3	-8
CCCNS(=O)(=O)c1ccc(OCC(=O)NCc2ccco2)cc1	3	-6	-10	-6	-5	-10	-8	1
COc1ccc(OC)c(C2C(C#N)=C(N)N(N(C)C)C3=C2C(=O)CC(C)(C)C3)c1 (configuration not stated)	-2	9	3	1	-5	-12	-3	0
COc1ccccc1CN1C(=O)[C@H]2Cc3c([nH]c4ccccc34)C(C)(C)N2C1=O	12	7	-9	-1	-10	0	3	-24
CNC(=S)NCC(O)c1ccc([N+](=O)[O-])cc1 (configuration not stated)	-12	5	-10	-2	1	2	-16	2
COC(=O)c1ccc2c(c1)NC(=O)c1ccccc1S2	6	17	-3	0	-18	13	-1	-2
CCCCN(CCCC)C(=O)c1cn(CC)c2cc(N3CCN(C)CC3)c(F)cc2c1=O	2	-270	2	4	-2	-14	-4	1
COc1ccc2c(c1)cc1c(=O)n(CC(=O)NCCCOC(C)C)nc(C)n12	12	-235	-9	-9	-6	6	2	-1
COc1ccc(CCNC(=O)C(=O)NCC2OCCN2S(=O)(=O)c2ccc3c(c2)OCCO3)cc1 (configuration not stated)	9	-3	-10	-12	2	4	1	-1
COCCNc1nc(N)c([N+](=O)[O-])c(N2CCCCCC2)n1	0	22	-2	-2	-2	13	10	-3
O=C(CSc1nnc(-c2ccccc2NC(=O)c2ccccc2)o1)OC1CCCCC1	-2	-33	-2	2	-17	19	-5	0
O=C(NN=C1C2CC3CC(C2)CC1C3)c1ccccc1O	-24	-309	4	-4	-23	-10	-7	1
COc1cc(CN2CCN(c3cccc(C)c3C)CC2)cc(OC)c1O	3	0	1	0	18	7	-2	-91
CN(C)/C=C1\Oc2ccc3ccccc3c2C1=O	20	-366	1	-1	30	13	12	-23
O=C(O)c1cc(N/N=C2/CC(c3ccccc3)Oc3ccccc32)ccc1Cl (configuration not stated)	7	-143	5	-2	-7	-2	-9	-9
COc1ccc(NC(=O)CSc2ncnc3[nH]ncc23)cc1	-10	10	-2	4	-7	-10	-8	-1
